H9c2 TAG inh: triacylglycerol accumulation inhibition; H9c2 cells, Nile Red lipid (TAG) fluorescence; cells loaded with 200 µM oleic acid; inhibition, % at 12.5 µM; 230,000 compounds, 0.66% hits; AID 651582;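 active means pattern-corrected inhibition of lipid staining of at least 50% with the nuclear-stain viability signal not falling by more than 50%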;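 further: 0% = DMSO wells and 100% = triacsin C control wells; some results filed as inactive read as strong as hits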
H9c2 TAG inh DAPI viability: recorded beside H9c2 TAG inh, whose call it bears; DAPI nuclei signal change (viability), lower = more cytotoxic, %;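 whole-well DAPI fluorescence read on a plate reader as a viability signal; minus 50 percent equals half of cells still viable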
* = called active by the depositor. Some of the compounds tested (hit frequency here may not be typical).

Screens in order – H9c2 TAG inh	H9c2 TAG inh DAPI viability
O=C(CSc1nc(=O)n2ccccc2n1)NCc1ccc(F)cc1
    11	-10
Brc1ccc(N/N=C(/N=Nc2nn[nH]n2)c2ccccc2)cc1
    6	-29
O=C(NCCN1C(=O)C2C3C=CC(C3)C2C1=O)Nc1ccccn1 (stereo not given)
    1	-2
O=C1CN(C(=O)COC(=O)c2ccc(Cl)c(S(=O)(=O)N3CCCCC3)c2)c2ccccc2N1
    8	7
O=C(Nc1ccnc(-c2ccncc2)n1)c1cccs1
    1	1
COc1cc(C2NC(=O)NC3=C2C(=O)OC3)cc(OC)c1OC (stereo not given)
    13	-10
CN(C)/C=C1\C(=O)N(C)N=C1C(F)(F)F
    8	-3
CN(C)/C=N/c1nc2ncc(-c3ccc(Cl)cc3)c(/N=C/N(C)C)n2n1
    1	2
O=C(O)COc1ccc2c3c(c(=O)oc2c1)CCCC3
    -2	-11
COc1ccc(C(=O)COc2ccc(F)cc2)c(O)c1
    -12	7
O=C1CC(NCCc2ccccc2)C(=O)N1CCc1ccccc1 (stereo not given)
    5	-3
Cc1ccccc1-n1c(SCC(=O)N/N=C/c2ccccc2OCC(=O)O)nc2ccccc2c1=O
    -6	9
S=C(Nc1ccc(Oc2ccccc2)cc1)N1CCN(c2ccccn2)CC1
    -8	-1
CCc1cccc2sc(NC(=O)c3ccc(N4C(=O)CCC4=O)cc3)nc12
    -19	1
O=C(c1cccc(S(=O)(=O)Nc2ccc(F)cc2)c1)N1CCCC1
    -7	6
COC(=O)[C@]1(CC(C)C)N[C@H](c2ccc(SC3CCCCC3)cc2)[C@@H]2C(=O)N(C)C(=O)[C@@H]21
    18	-1
Cc1ccc(C(=O)CN2C(=O)NC3(CCOc4ccccc43)C2=O)s1 (stereo not given)
    6	-5
O=[N+]([O-])c1ccc(Sc2n[nH]c(-c3ccncc3)n2)nc1
    3	-12
COc1ccc(C(=O)Nc2ccc(S(=O)(=O)N3CCCCC3)cc2)cc1OC
    -3	-6
COc1ccc(NC(=O)COc2ccc3oc(=O)cc(C)c3c2)cc1
    -12	8
COc1ccc2c(c1)[nH]c1c(=O)n(/N=C/C3C(C)C=C(C)CC3C)c(=O)[nH]c12 (stereo not given)
    85*	-47*
CCCCNC(=O)c1onc(CSc2ccncc2)c1C(=O)NCCCC
    -4	-7
COCCOC(=O)/C(=C\c1cc(C(C)(C)C)c(O)c(C(C)(C)C)c1)C(C)=O
    -5	-2
O=C(CCN1C(=O)c2ccccc2S1(=O)=O)Nc1ccccc1
    0	-11
Fc1ccc(CNC(=S)NC2CCCCCC2)cc1
    -6	-7
O=C(CSc1nnc(NC(=O)c2cc(Br)ccc2Cl)s1)NCC1CCCO1 (stereo not given)
    -1	1
COc1ccc(-c2nnc(SCC(=O)NC3CC3)o2)c(OC)c1
    5	3
CC(=O)Nc1ccc(C(=O)COC(=O)c2nc3nc(C)cc(C)n3n2)cc1
    7	0
COc1cc2nc(CN(C)CC(=O)Nc3ccc(N4CCOCC4)cc3)[nH]c(=O)c2cc1OC
    -8	0
O=C(O)c1ccccc1Sc1ccccc1S(=O)(=O)NC1CCCCC1
    9	-20
O=C(NC(c1ccc(Cl)cc1)c1cnccn1)C1CCN(Cc2ccc(Oc3ccccc3)cc2)CC1 (stereo not given)
    2	14
CCOC(=O)c1ccc(N2CCOCC2)c(NC(=O)c2ccc3c(c2)OCO3)c1
    13	-2
O=S1(=O)N=C2CCCCCN2C(c2ccncc2)N1 (stereo not given)
    11	-7
CC(=O)O[C@H](COc1c2ccoc2cc2oc(=O)ccc12)C(C)(C)O
    10	3
Cc1nnc(SCc2c(Cl)cccc2Cl)n(N)c1=O
    23	-4
CN(CC1COc2ccccc2O1)C(=O)CSc1ncnc2sccc12 (stereo not given)
    -1	-3
O=C(Nc1nc(-c2ccccc2)cs1)c1ccccc1NS(=O)(=O)c1ccc(F)cc1
    -1	9
COc1ccc(OCC(=O)NNC(=O)C2CCN(c3ncnc4sc(C)c(C)c34)CC2)cc1
    2	-3
C/C(=N\Nc1ccc2nncn2n1)c1ccc(Br)s1
    3	15
CC(=O)N(CCC1(c2ccc(C)cc2)CCOC(C(C)C)C1)Cc1ccco1 (stereo not given)
    4	-6
N#CC(C(=O)CCN1C(=O)C2CC=CCC2C1=O)c1nc2ccccc2[nH]1 (stereo not given)
    11	4
CCOc1ccc2nc(SC3CC(=O)N(c4ccc(OC)cc4)C3=O)sc2c1 (stereo not given)
    13	-9
Cc1cccc(NC(=O)CSc2nnc([C@@H](N)Cc3ccccc3)o2)c1C
    5	1
O=C(NN1S(=O)(=O)c2ccccc2S1(=O)=O)c1ccc(Br)cc1
    -6	-2
CCCCn1c(N)c(N(CCOC)C(=O)CSCc2cccc(C)c2)c(=O)[nH]c1=O
    12	-1
COC(=O)[C@@H](N)CS
    1	-6
COc1cccc(NC(=O)CN(C)C(=O)Cc2n[nH]c(=O)c3ccccc23)c1
    1	1
COC(=O)CS(=O)(=O)c1ccc2c(c1)CC(=O)N2
    -1	-2
Cc1cc(Oc2ccccc2)nc(NCc2ccccc2)n1
    -6	6
O=S1(=O)CCN2C(c3cccc4ccccc34)=CSC2=N1
    7	-1

(next part)
Screens in order – H9c2 TAG inh	H9c2 TAG inh DAPI viability
C/C(N)=C(/C#N)C(=O)COC(=O)c1cccc2ccccc12
    -9	-3
CC1(C)CC(=O)C=C(NCCO)C1
    2	-4
COC(=O)c1sccc1NC(=O)CSc1ccccc1NC(=O)CNC(C)C
    9	-10
Cc1ccc(C)c(OCCCNCc2ccccc2)c1
    9	1
C[C@@H]1CN([C@H](C)CO)C(=O)c2c(c3ccccc3n2C)-c2ccccc2CO[C@H]1CN(C)Cc1ccc(Oc2ccccc2)cc1
    59*	-24*
c1ccc2c(CNCCN3CCOCC3)cccc2c1
    -10	13
C/C(=N/NS(=O)(=O)c1ccc(C)cc1)[C@H]1C[C@@H]1c1ccccc1
    -4	2
COc1ccc(/C=C/C(=O)NCc2nc3ccccc3[nH]2)cc1OC
    16	0
O=C(NCc1ccco1)c1ccc(Oc2ccccc2)cc1
    12	-2
CCOC(=O)C1=CC[C@@H](c2cc3cc(OC)ccc3n2C)N(S(=O)(=O)c2ccc(C)cc2)[C@H]1C(=O)OCC
    28	-8
Cc1cc(C)nc(CCNC(=O)c2cc(COc3ccc(F)cc3F)on2)n1
    6	-11
Cc1ccc(N2CCN(C(=O)c3cccs3)CC2)c(C)c1
    -4	-3
COc1ccc(CNC(=O)C[C@H]2C(=O)N(Cc3ccc(OC)cc3)C[C@@H]2Cc2ccccc2)cc1
    5	5
OCC[C@H]1C[C@H](O)[C@@H](O)[C@@]2(Cc3ccccc3CO2)O1
    -2	-2
CCc1ccc2[nH]c3nc(SCc4nnc(-c5ccccc5)o4)nnc3c2c1
    -13	-6
CCC(C)NS(=O)(=O)c1ccc(F)c(C(=O)Nc2c(F)cc(F)cc2Br)c1 (stereo not given)
    -5	5
O=C(c1ccco1)N1CCn2cccc2C1c1ccccc1 (stereo not given)
    -12	-2
CCC1(CC)CNC(=O)NC1=O
    -7	0
Cc1ccc(-n2c(C)nnc2SCC(=O)N2CCc3ccccc3C2)cc1C
    -17	-6
COc1cc(SC)ccc1C(=O)N1CCCCCC1
    12	6
COc1ccccc1NS(=O)(=O)c1cc(C(=O)NCC(c2ccco2)N(C)C)ccc1C (stereo not given)
    14	7
CCOC(=O)c1c(NC(=O)Cn2cnc3sc(C)c(-c4ccccc4)c3c2=O)sc(C)c1C
    16	14
Brc1ccc(-c2nnc3sc(CNC4CCCC4)cn23)cc1
    -1	10
CCOC(=O)C1=C(COC(=O)CNC(=O)c2ccc(C)cc2)NC(=O)NC1C (stereo not given)
    8	0
CCCCNC(=O)c1cn(CC)c2cc(N3CCN(C)CC3)c(F)cc2c1=O
    21	8
CC1CCCN(C(=O)C2CCN(C(=O)Nc3ccccc3)CC2)C1 (stereo not given)
    -2	-1
CCOc1ccc(N(CC(=O)NCCc2ccc(F)cc2)S(=O)(=O)c2ccccc2)cc1
    7	-6
CCCCCCC1CC(=O)NC(=O)N1 (stereo not given)
    6	2
C/C(=N\NC(=S)NCCc1ccccc1)c1ccc(C#N)cc1
    -15	-7
CC(Oc1ccc(NC(=O)c2ccco2)cc1)C(=O)N1c2ccccc2CC1C (stereo not given)
    -7	6

6 neighbouring records from above, for reference:
Screens in order – H9c2 TAG inh	H9c2 TAG inh DAPI viability
CCCCNC(=O)c1cn(CC)c2cc(N3CCN(C)CC3)c(F)cc2c1=O
    21	8
CC1CCCN(C(=O)C2CCN(C(=O)Nc3ccccc3)CC2)C1 (stereo not given)
    -2	-1
CCOc1ccc(N(CC(=O)NCCc2ccc(F)cc2)S(=O)(=O)c2ccccc2)cc1
    7	-6
CCCCCCC1CC(=O)NC(=O)N1 (stereo not given)
    6	2
C/C(=N\NC(=S)NCCc1ccccc1)c1ccc(C#N)cc1
    -15	-7
CC(Oc1ccc(NC(=O)c2ccco2)cc1)C(=O)N1c2ccccc2CC1C (stereo not given)
    -7	6

(more compounds)
Screens in order – H9c2 TAG inh	H9c2 TAG inh DAPI viability
Cc1cccc(C)c1Nc1nc2ccccc2o1
    -12	-2
Cc1ccc(CC(=O)Nc2ccc(C(=O)N3CCOCC3)cc2)cc1
    10	-1
Cc1cc(N2CCOCC2)nc(N2CCOCC2)n1
    10	-9
Cc1ccc(S(=O)(=O)N2CCCC2c2nc3ccccc3s2)cc1 (stereo not given)
    13	-5
O=C(Nc1c2ccccc2nc2ccccc12)C(Cl)(Cl)Cl
    66*	-15*
Cn1c(=O)cc(SCC(=O)NCc2cccnc2)c2ccccc21
    1	-13
CC(C(=O)NCc1ccco1)c1ccc([N+](=O)[O-])cc1 (stereo not given)
    -1	-10
CCOC(=O)C1CCN(C(=O)/C=C/c2ccc3c(c2)OCO3)CC1
    8	-1
CCN(CC)CCNC(=O)c1cn(CC)c2ccc(S(=O)(=O)N(C)C)cc2c1=O
    -1	3
COc1cccc(CNC(=O)c2cc3ccccn3n2)c1
    -4	-7
CNC(=O)COC(=O)CCC(=O)c1cccs1
    2	-2
COc1cc(-c2cc(NC=O)c3ncc(-c4cccc(C(F)(F)F)c4)n3c2)cc(OC)c1OC
    38	-19
Clc1c(-c2nnc3n2CCC3)sc2ccccc12
    -8	18
COc1ccc(CNC(=O)C(OC(=O)c2ccco2)c2ccc(OC)cc2)cc1 (stereo not given)
    -2	0
O/N=C(\c1ccc(Cl)cc1Cl)c1ncc(C(F)(F)F)cc1Cl
    -4	5
Nc1ncnc2c1ncn2[C@@H]1O[C@H](COS(=O)(=O)O)[C@@H](O)[C@H]1O
    -24	5
COc1ccc(CN(C)CCCn2cnc3c(OCc4ccccc4)ncnc32)cc1OC
    12	-10
O=C(CSc1nnc(C2CC2)n1Cc1ccccc1)N1CCN(S(=O)(=O)c2ccccc2)CC1
    -6	7
CC1(C)C(=O)N(OCc2ccccc2)C(C)(C)C(=O)N1OCc1ccccc1
    -5	-3
COCC(=O)Nc1ccc(S(=O)(=O)Nc2ccccn2)cc1
    -1	5

Part of the list above in order of formula weight, rising:
Screens in order – H9c2 TAG inh	H9c2 TAG inh DAPI viability
CNC(=O)COC(=O)CCC(=O)c1cccs1
    2	-2
COCC(=O)Nc1ccc(S(=O)(=O)Nc2ccccn2)cc1
    -1	5
O=C(CSc1nnc(C2CC2)n1Cc1ccccc1)N1CCN(S(=O)(=O)c2ccccc2)CC1
    -6	7

Following part
Screens in order – H9c2 TAG inh	H9c2 TAG inh DAPI viability
COc1ccc(CCNC(=O)COC(=O)Cc2ccccc2F)cc1
    -3	-21
Cc1ccc(CN2CCN(Cc3ccccc3-c3ccco3)CC2CCO)o1 (stereo not given)
    -23	5
CCCC1NC(=O)c2cccnc2-n2c1nc1ccc(OC)cc1c2=O (stereo not given)
    -2	4
O=C(OCc1ccccc1)N1CCC2CC1c1cc(N3CCN(S(=O)(=O)c4cccc(C(F)(F)F)c4)CC3)ccc12 (stereo not given)
    44	-9
O=C1NC(=O)/C(=C\c2cn(Cc3ccccc3F)c3ccccc23)N1
    -5	-1
COc1ccccc1C1=NOC(C)(c2nnc(-c3cccc(Cl)c3)o2)C1 (stereo not given)
    -11	9
Cc1ccc(CCNC(=O)CS(=O)Cc2nc(-c3cccc(C)c3)oc2C)cc1 (stereo not given)
    1	2
NC(=O)CSc1nc2sc3c(c2c2ncnn12)CCCC3
    18	1
CCN(c1ccccc1)S(=O)(=O)c1cccc(C(=O)NCC(c2ccco2)N2CCCCC2)c1 (stereo not given)
    -7	-10
COc1ccc(CNC(=O)c2cc(S(=O)(=O)N3CCOCC3)cn2C)cc1
    -6	0
COc1cc(-c2nn3c(C4CCCCC4)nnc3s2)cc(OC)c1OC
    7	-3
CCOCCCNC(=O)CSc1nc2nc(C)c(Cc3ccccc3)c(C)n2n1
    -8	3
COC(=O)c1cc(COc2ccc3ccc(=O)oc3c2)c(C)o1
    15	-3
Cc1nnc2ccc(N3CCN(c4ccccn4)CC3)nn12
    18	3
Clc1ccc(C=Cc2ccccn2)c(Cl)c1
    1	-1
Cc1ccc(-n2nc(-c3ccco3)cc2C(=O)O)cc1
    -4	-10
O=C(C[C@@H]1C/C=C/CC[C@@H](Cc2ccc(F)cc2)C(=O)OC[C@H](Cc2ccccc2)NC1=O)N[C@H](CO)Cc1ccccc1
    9	-1

High-throughput results from PubChem BioAssay.
